MDM2 E3 inh: MDM2-luciferase reporter signal enhancers, primary screen, MDM2 E3 ligase inhibitor project, cell-based, luminescence, 1536-well; E3 ubiquitin-protein ligase Mdm2 (Homo sapiens), Q00987; cell-based MDM2 ubiquitination luciferase reporter, 2 h; 0 = plate control, 100 = twice control, blank-subtracted; signal enhancement, % at 5 µM; 210,000 compounds, 0.11% hits;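 active = signal enhancement of 30% or more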;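 also: luminescence tracks abundance of the self-degrading MDM2-luciferase fusion protein; higher signal means inhibition of MDM2 E3 ligase activity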
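Timing – 2 h compound exposure at 37 °C · Assay system – mammalian cells stably expressing self-ubiquitinating, self-degrading MDM2 E3–luciferase fusion · Amount – 2000 cells seeded into each well · Measure – % luminescence enhancement versus blank-corrected plate control mean · Measured by – SteadyLite luminescence, 15 min reagent step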
NCF1 inh: p47phox/p22phox peptide binding inhibitors, primary screen, biochemical, uHTS, NADPH oxidase regulatory subunit. fluorescence polarization, 2 h. Neutrophil cytosol factor 1 (Homo sapiens), P14598. inhibition, % at 24.7 µM. 220,000 compounds, 0.53% hits;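 active = inhibition above about 30%, limit read from the data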;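 also: 0% = p47phox with labelled peptide and 100% = labelled peptide alone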
EBV gp42 inh: Epstein-Barr virus gp42 inhibitors, primary screen, biochemical, uHTS, fluorescence polarization; inhibition, % (tested at 21.74 µM); 220,000 compounds, 0.42% hits; Glycoprotein 42 (Epstein-Barr virus (strain AG876)), Q1HVG2; AID 1085, 2008; Fluorescence polarization binding assay, mP read-out; in the data active = inhibition above about 50%
Target sequence (Q1HVG2 whole entry, looked up): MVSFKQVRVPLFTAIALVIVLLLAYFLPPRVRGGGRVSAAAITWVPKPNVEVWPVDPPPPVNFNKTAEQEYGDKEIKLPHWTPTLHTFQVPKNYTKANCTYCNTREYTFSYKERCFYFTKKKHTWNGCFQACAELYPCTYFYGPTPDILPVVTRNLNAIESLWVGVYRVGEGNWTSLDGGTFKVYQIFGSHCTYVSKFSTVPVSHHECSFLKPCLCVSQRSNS
14-3-3 Bad PPI: inhibitors of 14-3-3 zeta/Bad binding, primary screen, biochemical, TR-FRET, bovine 14-3-3 zeta; AID 781, 2007; 220,000 compounds, 0.71% hits; 14-3-3 protein zeta/delta (Bos taurus), P63103; inhibition, % at 21.7 µM; TR-FRET 14-3-3zeta/Dy647-pBad peptide displacement, 1 h;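 active = inhibition above about 70%, limit read from the data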;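 also: 0% = full 14-3-3 plus peptide FRET controls and 100% = background without 14-3-3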
TbHK1 inh: Trypanosoma brucei hexokinase 1 inhibitors, primary screen, biochemical, G6PDH-coupled NADH absorbance, MLSCN library. recombinant TbHK1, G6PDH-coupled NADH A340. inhibition, % at 10 µM. AID 1430, 2008. 220,000 compounds, 0.11% hits;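 active = inhibition of 50% or more in the single-dose primary screen; inactive = inhibition below 50%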
Runt-CBFb FRET: inhibitors of RUNX1 Runt–CBFb binding, primary screen, biochemical, FRET, Cerulean-Runt, Venus-CBFb, uHTS. Cerulean-Runt/Venus-CBFb FRET ratio 530/480, 1 h. Runt-related transcription factor 1 (Homo sapiens) + Core-binding factor subunit beta …. AID 1496, 2009. inhibition, % at 20 µM. 220,000 compounds, 0.46% hits;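 active = inhibition over about 50% at 20 µM in the single-dose screen, limit read from the data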;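 also: 0% = DMSO wells and 100% = excess unlabeled CBFb competitor control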
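System: Cerulean-labeled Runt domain protein | Quantity: 100 nM of each labeled protein | Schedule: 1 h compound exposure, room temperature | Detection: Fluorescence energy transfer, 422 nm excitation, 530/480 nm emission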
Runt-SMMHC FRET: inhibitors of RUNX1 Runt–CBFb-SMMHC binding, primary screen, biochemical, FRET, Cerulean-Runt, Venus-CBFb-SMMHC, uHTS. Runt-related transcription factor 1 (Homo sapiens) + Core-binding factor subunit beta …. Cerulean-Runt/Venus-CBFb-SMMHC FRET ratio 530/480, 1 h. inhibition, % at 20 µM. 220,000 compounds, 0.74% hits. AID 1434, 2008;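 active = mean inhibition across duplicate retests at 20 µM reaching about 50%, limit read from the data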;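 also: 0% = DMSO wells and 100% = wells with excess untagged CBFb-SMMHC; inhibitors lower the FRET ratio by blocking Runt binding to CBFb-SMMHC; some results filed as inactive read as strong as hits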
zVAD death inh: inhibitors of zVAD-triggered necroptosis, primary screen, L929 cells | L929 zVAD necroptosis rescue, ATP luminescence, 24 h; with zVAD 60 µM | viability rescue, % at 10 µM | 220,000 compounds, 0.38% hits | AID 1377, 2008;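 active = activation, scaled between plate controls, above about 75%, limit read from the data; inactive = activation under that limit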;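 also: 0% = zVAD with DMSO and 100% = DMSO alone without zVAD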
Hck Nef HTS: inhibitors of Nef-activated human Hck kinase, primary screen, biochemical, Z-Lyte FRET, 384-well, Hck-YEEI; inhibition, % at 20 µM; Recombinant Hck-YEEI plus Nef, Z-Lyte FRET kinase assay; 220,000 compounds, 0.68% hits; AID 463187, 2010; Tyrosine-protein kinase HCK (Homo sapiens), P08631;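 active = Hck-Nef kinase inhibition above about 50%, limit read from the data; inactive = inhibition below that limit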;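 also: 0% = DMSO with Hck plus Nef and 100% = Hck alone without Nef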
Target sequence (P08631 whole entry, looked up): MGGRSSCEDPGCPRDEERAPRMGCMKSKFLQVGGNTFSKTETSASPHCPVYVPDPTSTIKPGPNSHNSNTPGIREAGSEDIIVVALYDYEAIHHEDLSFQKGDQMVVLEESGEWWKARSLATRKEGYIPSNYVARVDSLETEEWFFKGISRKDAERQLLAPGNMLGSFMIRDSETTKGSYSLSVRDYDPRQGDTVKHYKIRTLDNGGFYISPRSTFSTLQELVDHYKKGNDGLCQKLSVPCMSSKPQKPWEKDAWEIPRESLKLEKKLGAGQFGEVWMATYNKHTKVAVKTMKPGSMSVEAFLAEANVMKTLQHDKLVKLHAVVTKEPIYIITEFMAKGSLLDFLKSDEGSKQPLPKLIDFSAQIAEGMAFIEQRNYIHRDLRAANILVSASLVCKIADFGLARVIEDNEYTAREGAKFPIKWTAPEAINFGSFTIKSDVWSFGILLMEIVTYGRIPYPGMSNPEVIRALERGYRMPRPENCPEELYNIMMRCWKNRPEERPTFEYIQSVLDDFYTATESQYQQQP
* marks the source's active call; other numbers are inactive results; . = not tested or not shown; [ ] = dose if it differs, or a comment.

Every second line gives: MDM2 E3 inh	NCF1 inh	EBV gp42 inh	14-3-3 Bad PPI	TbHK1 inh	Runt-CBFb FRET	Runt-SMMHC FRET	zVAD death inh	Hck Nef HTS
[1] CC(C1CCN(Cc2nc(C3CC3)no2)CC1)N1CCOCC1 (centres undefined)
  -3.8	-2.6	11.1	-1.1	4.7	-0.3	-2.4	18.1	23.6
[2] C=C(C)CN=c1scc(C)n1/N=C/c1ccco1
  -28.1	-5.5	-3.2	-16.7	-23.8	-1.8	-3.8	0.8	2.4
[3] C/C(N)=C(/C#N)C(=O)COC(=O)Cc1coc2cc(C)ccc12
  -17.6	-8.5	-1.5	1.8	9.9	0.1	0.6	1.3	23.9
[4] CC(C)CC(C(=O)O)N(Cc1ccccc1)Cc1ccccc1 (centres undefined)
  1.5	10.0	-13.0	9.0[fluorescence artefact?]	1.3	-3.0	-5.5	-0.3	8.3
[5] COc1ccc(C(OC(=O)c2cccs2)C(=O)NCC2CCCO2)cc1 (centres undefined)
  -3.2	-6.5	-15.6	-12.4[fluorescence artefact?]	-0.4	0.3	-0.5	-0.4	2.8
[6] O=C(O)c1cc(S(=O)(=O)N2CCCC2)ccc1Br
  -4.1	-7.3	-18.4	4.9	1.6	-1.1	1.8	1.6	-1.5
[7] COc1ccc(/C=C/C(=O)NCC(=O)N/N=C/c2cccnc2)cc1
  -1.4	-3.3	-4.0	-21.9	-7.7	.	-2.0	0.4	-2.9
[8] O=C(c1ccc2ccccc2c1)N1CCN(c2ccccc2)CC1
  -8.5	-6.3	-16.4	-6.4	3.7	-0.8	-2.6	-0.7	-3.1
[9] COc1ccc(Nc2nc3ccccc3s2)cc1
  -3.6	-7.0	-12.2	-3.3	-0.8	-0.4	-6.5	0.5	14.3
[10] NC(=O)C1(NC(=O)[C@@H]2CC3(CC(c4cccc(NC(=O)[C@@H]5CCC(=O)N5)c4)=NO3)CN2C(=O)Cc2ccc(C(F)(F)F)cc2)CC1 (some centres undefined)
  10.1	-5.5	-31.4	8.0	-0.5	-1.1	1.7	-0.3	-0.4
[11] Cn1c(SCc2cccc(F)c2)nnc1-c1cnccn1
  -13.7	-12.4	-15.4	-4.9	-8.9	0.0	2.4	0.1	10.6
[12] Cc1ccc(Nc2nnc(SCC(=O)NC(Cc3c[nH]c4ccccc34)C(=O)O)s2)cc1 (centres undefined)
  5.5	-9.5	2.2	-15.4	1.7	-0.8	-4.9	15.8	25.5
[13] CS(=O)(=O)c1ccc2nnn(OCC(=O)Nc3cccc(C#N)c3)c2c1
  -16.9	-2.9	-7.8	1.1	-4.6	0.9	-0.5	-0.2	5.9
[14] COc1cccc(OCc2nnc(SCC(=O)OC3CCCCC3)n2C)c1
  -22.2	-0.9	-10.6	0.2[fluorescence artefact?]	7.5	-3.8	4.1	1.5	5.5
[15] Cc1ccccc1NC(=O)CSc1nnnn1C
  -17.5	-4.3	-17.4	-2.6[fluorescence artefact?]	1.2	0.3	-1.3	0.4	1.5
[16] Cc1cc(OC(=O)c2ccc(S(=O)(=O)N(C)C)cc2)c([N+](=O)[O-])c(=O)[nH]1
  -14.5	0.1	-12.9	11.7	-4.6	-0.2	-0.1	-0.3	14.1
[17] S=C(Nc1ccc(Cl)c(Cl)c1)N1CCOCC1
  -0.8	-3.6	6.7	18.3	24.3	3.3	-2.6	-0.7	-0.9
[18] Cc1nc(Sc2nnnn2-c2ccccc2)c(C#N)c(C)c1C
  -5.8	-2.3	-23.3	-2.6	-9.1	0.6	-26.7	-0.5	-0.1
[19] O=C(CCN1C(=O)C2CC=C(Cl)CC2C1=O)NCc1ccco1 (centres undefined)
  -15.0	-8.8	4.4	-8.7[fluorescence artefact?]	13.6	0.3	-12.3	-0.6	0.3
[20] Clc1ccc(CSc2ncccn2)cc1
  -17.4	-8.2	-15.8	1.7	2.1	-1.1	-4.8	-0.2	1.1

Other entries.
Every second line gives: MDM2 E3 inh	NCF1 inh	EBV gp42 inh	14-3-3 Bad PPI	TbHK1 inh	Runt-CBFb FRET	Runt-SMMHC FRET	zVAD death inh	Hck Nef HTS
[21] COc1ccc(/C=N/N2C(=O)c3ccccc3C2=O)cc1
  3.4	1.4	-19.9	5.8	3.5	0.4	3.8	0.3	2.5
[22] c1ccc(C(Cc2nc(-c3ccccn3)no2)c2ccccc2)cc1
  -7.1	-2.4	-19.6	-4.3	5.6	-1.5	-6.1	-0.1	0.2
[23] COc1ccc(OS(=O)(=O)c2c(C)noc2C)cc1
  -7.5	-3.0	-6.3	0.2	-5.6	-1.4	0.5	-0.1	9.3
[24] COC(=O)c1ccc(S(=O)(=O)NCCSc2nnc3c4ccccc4n(C)c3n2)cc1
  -17.5	-9.7	-8.7	6.7	-9.0	-1.1	2.3	-0.7	-4.8
[25] CN(NC(=O)c1cccc(Cl)c1)c1nc(-c2ccccc2)nnc1C(F)(F)F
  -5.8	-11.3	1.2	-4.0	1.8	.	2.0	0.6	3.7
[26] COc1ccccc1-c1noc(-c2ccccc2C(=O)Nc2ccccc2)n1
  -1.7	-20.0	-17.6	8.0	7.6	-7.1	0.8	0.4	0.3
[27] COc1ccccc1NC(=O)CS(=O)(=O)c1cn(CC(=O)N2CCOCC2)c2ccccc12
  -1.3	-12.8	-11.4	-13.9	-4.0	1.5	-2.2	0.9	24.7
[28] C=C(C)c1cccc(C(C)(C)NC(=O)NCCCN2CCCC2=O)c1
  1.9	-6.5	-10.2	3.9	-5.3	-1.0	0.6	-0.1	0.0

Sorted by molar mass (lowest first): some entries from above
Every second line gives: MDM2 E3 inh	NCF1 inh	EBV gp42 inh	14-3-3 Bad PPI	TbHK1 inh	Runt-CBFb FRET	Runt-SMMHC FRET	zVAD death inh	Hck Nef HTS
[21] COc1ccc(/C=N/N2C(=O)c3ccccc3C2=O)cc1
  3.4	1.4	-19.9	5.8	3.5	0.4	3.8	0.3	2.5
[26] COc1ccccc1-c1noc(-c2ccccc2C(=O)Nc2ccccc2)n1
  -1.7	-20.0	-17.6	8.0	7.6	-7.1	0.8	0.4	0.3
[10] NC(=O)C1(NC(=O)[C@@H]2CC3(CC(c4cccc(NC(=O)[C@@H]5CCC(=O)N5)c4)=NO3)CN2C(=O)Cc2ccc(C(F)(F)F)cc2)CC1 (some centres undefined)
  10.1	-5.5	-31.4	8.0	-0.5	-1.1	1.7	-0.3	-0.4

Whole records as entered above:
NC(=O)C1(NC(=O)[C@@H]2CC3(CC(c4cccc(NC(=O)[C@@H]5CCC(=O)N5)c4)=NO3)CN2C(=O)Cc2ccc(C(F)(F)F)cc2)CC1 (some centres undefined) in the list: MDM2 E3 inh = 10.1; NCF1 inh = -5.5; EBV gp42 inh = -31.4; 14-3-3 Bad PPI = 8.0; TbHK1 inh = -0.5; Runt-CBFb FRET = -1.1; Runt-SMMHC FRET = 1.7; zVAD death inh = -0.3; Hck Nef HTS = -0.4
CC(C)CC(C(=O)O)N(Cc1ccccc1)Cc1ccccc1 (centres undefined) in the list: MDM2 E3 inh = 1.5; NCF1 inh = 10.0; EBV gp42 inh = -13.0; 14-3-3 Bad PPI = 9.0[fluorescence artefact?]; TbHK1 inh = 1.3; Runt-CBFb FRET = -3.0; Runt-SMMHC FRET = -5.5; zVAD death inh = -0.3; Hck Nef HTS = 8.3
C=C(C)CN=c1scc(C)n1/N=C/c1ccco1 in the list: MDM2 E3 inh = -28.1; NCF1 inh = -5.5; EBV gp42 inh = -3.2; 14-3-3 Bad PPI = -16.7; TbHK1 inh = -23.8; Runt-CBFb FRET = -1.8; Runt-SMMHC FRET = -3.8; zVAD death inh = 0.8; Hck Nef HTS = 2.4

High-throughput results (PubChem)

No enrichment for hits; about 3.2% have a hit in one of these screens.
